Source: PubChem BioAssay (National Center for Advancing Translational Sciences (NCATS))
mIDH1 inhibitor – qHTS for Inhibitors of mutant isocitrate dehydrogenase 1 (IDH1): qHTS. IDH1-R132H enzyme, NADPH consumption, diaphorase/resazurin fluorescence. Potency, µM (top dose mostly 76.6 µM), inactives show at the highest dose activity change, negative = inhibition, hits mostly inhibitors. 390,000 compounds, 0.093% hits; note: potency is the fitted concentration of half-maximal effect; % is set by controls: 0 for no effect and ±100 for the full control effect; nearly all actives have a fitted effect of over 65% in size
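IDH1-R132H (0.5 ug/mL) preincubated 30 min with compound, then NADPH (0.016 mM) and alpha-KG (2 mM) added; 80 min at RT, pH 7.5. Remaining NADPH coupled via diaphorase/resazurin to fluorescence (540/590 nm); concentration-response curves normalized to no-enzyme control.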
PI4K2A block – qHTS for small molecular inhibitors of PI4K2A; 420,000 compounds, 0.13% hits; purified PI4K2A, ADP-Glo luminescence, 1 h; active compounds read low; activity change, negative = inhibition, % at 76.9 µM; Phosphatidylinositol 4-kinase type 2-alpha (Homo sapiens), Q9BTU6; in the data active = activity change below about -50%; inconclusive = mostly about -30% to -49%;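 note: -100% = wells without enzyme as full effect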
Target sequence (Q9BTU6 whole entry, looked up): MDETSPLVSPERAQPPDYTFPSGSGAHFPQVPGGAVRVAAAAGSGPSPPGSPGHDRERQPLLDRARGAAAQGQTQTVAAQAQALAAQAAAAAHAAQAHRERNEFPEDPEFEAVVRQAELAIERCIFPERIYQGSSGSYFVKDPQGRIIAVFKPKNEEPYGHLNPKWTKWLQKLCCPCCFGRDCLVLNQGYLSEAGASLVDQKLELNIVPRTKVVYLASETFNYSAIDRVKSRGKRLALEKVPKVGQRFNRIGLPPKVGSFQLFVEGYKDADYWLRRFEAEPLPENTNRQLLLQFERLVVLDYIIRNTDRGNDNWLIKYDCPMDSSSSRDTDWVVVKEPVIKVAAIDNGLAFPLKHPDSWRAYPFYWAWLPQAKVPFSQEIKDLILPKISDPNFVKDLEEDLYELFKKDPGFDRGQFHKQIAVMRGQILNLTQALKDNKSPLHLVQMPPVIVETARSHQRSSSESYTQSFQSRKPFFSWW
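Compounds are screened against recombinant PI4K2A using PI as substrate and ATP, the latter dispensed at 300 microM. Reactions run one hour at ambient temperature before ADP-Glo detection; full inhibition defined by wells lacking enzyme.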
TrxR1 substrate – qHTS Assay for Substrates of Mammalian Selenoprotein Thioredoxin Reductase 1 (TrxR1): qHTS; Thioredoxin reductase 1, cytoplasmic (Rattus norvegicus), O89049; purified TrxR1 substrate turnover, NADPH consumption readout; Potency, µM (titrated, usually from 114 µM), for inactives: at the highest dose activity change, negative = substrate turnover; 390,000 compounds, 0.01% hits; note: potency is the fitted concentration of half-maximal effect; % is set by controls: 0 for no effect and ±100 for the full control effect; nearly all actives have a fitted effect of over 50% in size
Target sequence (O89049 whole entry, looked up): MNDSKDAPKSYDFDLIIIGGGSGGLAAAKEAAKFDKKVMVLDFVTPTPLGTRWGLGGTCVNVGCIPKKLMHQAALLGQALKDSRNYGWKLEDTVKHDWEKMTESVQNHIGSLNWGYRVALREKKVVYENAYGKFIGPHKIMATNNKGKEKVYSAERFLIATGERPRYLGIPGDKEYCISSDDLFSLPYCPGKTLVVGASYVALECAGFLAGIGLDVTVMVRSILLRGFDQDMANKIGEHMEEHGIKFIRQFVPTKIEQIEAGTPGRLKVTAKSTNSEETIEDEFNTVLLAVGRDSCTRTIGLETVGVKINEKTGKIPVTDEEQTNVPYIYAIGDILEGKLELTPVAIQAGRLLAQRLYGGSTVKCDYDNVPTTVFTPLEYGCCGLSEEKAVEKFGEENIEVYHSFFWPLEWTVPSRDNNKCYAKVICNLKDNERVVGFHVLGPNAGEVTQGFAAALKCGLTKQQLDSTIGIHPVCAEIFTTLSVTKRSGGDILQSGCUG
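Rat TrxR1, dispensed at 90 nM, was prereduced with 400 uM NADPH (final) for 5 min at ~22 deg C, then incubated with compound 15 min before 400 uM selenite. A first-read NADPH fluorescence drop versus no-compound background flagged substrates.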
HP1b chromo inh – HTS for Inhibitors of HP1-beta Chromodomain Interactions with Methylated Histone Tails; 390,000 compounds, 0.56% hits; AlphaScreen HP1-beta / biotin-H3K9me3 peptide binding; Chromobox protein homolog 1 (Homo sapiens), P83916; Potency, µM (highest dose often 114 µM), inactives show at the highest dose activity change, negative = inhibition, usual class: inhibitors; AID 540317, 2011; note: potency is the fitted concentration of half-maximal effect; nearly all actives have a fitted effect of over 70% in size; inactives centre near 23
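AlphaScreen: HP1-beta (50 nM) preformed 30 min with biotin-H3(1-18)K9me3 peptide (50 nM) in PBS pH 7.4, 0.01% Tween-20. Compound added for 30 min at RT, then streptavidin donor/nickel chelate acceptor beads (10 ug/mL) for 30 min.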
Pin1 inh – qHTS Assay to Find Inhibitors of Pin1. Potency, µM (series often up to 115 µM), for the others: at the highest dose activity, negative = inhibition, actives largely listed as inhibitors. Peptidyl-prolyl cis-trans isomerase NIMA-interacting 1 (Homo sapiens), Q13526. Pin1 FP peptide displacement, HiFluor488, 10 min. 390,000 compounds, 0.009% hits; active = well fitted inhibition curve with a large enough effect in the polarisation, with a control signal flat, not every such curve was filed as active; inconclusive = small, poorly fitted or top-dose-only effect, or effect the other way, or a change in a side signal; inactive = no such curve, though single readings can be large or run the other way; the % refers to the polarisation; note: potency is the fitted concentration of half-maximal effect; % is set by controls: 0 for no effect and ±100 for the full control effect
USP1 inh – Inhibitors of USP1/UAF1: Primary Screen. AID 743255, 2014. Potency, µM (titrated, usually from 57.1 µM), inactives show top-dose activity change, negative = inhibition, usual class: inhibitors. 390,000 compounds, 0.23% hits. recombinant USP1/UAF1, Ub-Rhodamine cleavage fluorescence. Ubiquitin carboxyl-terminal hydrolase 1 (Homo sapiens), O94782; note: potency is the fitted concentration of half-maximal effect; % is set by controls: 0 for no effect and ±100 for the full control effect; nearly all actives have a fitted effect of over 60% in size; inactives centre near -12
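USP1/UAF1 complex (1 nM) preincubated 15 min at room temperature with compound, then Ub-Rho substrate (150 nM final) added. Kinetic fluorescence at 480/540 nm over 6 reads at 60 s intervals; 50 mM HEPES pH 7.8, 0.5 mM EDTA, 0.1 mg/ml BSA, 1 mM TCEP, 0.01% Tween-20.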
PGK inhibitor – qHTS Assay to Find Inhibitors of Phosphoglycerate Kinase | PGK/GAPDH coupled, Kinase-Glo luminescence, 60 min | Potency, µM (titrated, usually from 57.5 µM), for inactives: at the highest dose activity change, negative = inhibition, most hits filed as inhibitors | 380,000 compounds, 0.043% hits; note: potency is the fitted concentration of half-maximal effect; % is set by controls: 0 for no effect and ±100 for the full control effect; nearly all actives have a fitted effect of over 60% in size
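Luminescent ATP detection (Kinase-Glo Plus) follows a 60-minute room-temperature incubation, with wells lacking PGK as controls. Buffer: 100 mM TEA (pH 7.6), 5 mM MgCl2, 0.01% Tween-20. Coupling enzyme GAPDH (100 nM final) supplies unstable 1,3-BPG in-well.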
TrxR1 inh – qHTS Assay for Inhibitors of Mammalian Selenoprotein Thioredoxin Reductase 1 (TrxR1): qHTS; Thioredoxin reductase 1, cytoplasmic (Rattus norvegicus), O89049; recombinant rTrxR1, NADPH fluorescence consumption, selenite substrate; Potency, µM (titrated, usually from 114 µM), without a hit: top-dose activity change, negative = inhibition, hits mostly inhibitors; 390,000 compounds, 1% hits; AID 588453, 2011; note: potency is the fitted concentration of half-maximal effect; % is set by controls: 0 for no effect and ±100 for the full control effect; nearly all actives have a fitted effect of over 65% in size
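Rat TrxR1 (90 nM in the dispensed reagent) was pre-reduced with 400 uM NADPH for 5 min at room temperature, then incubated with compound for 15 min. After 400 uM selenite was added, NADPH fluorescence (Ex 340/Em 450 nm) was followed for 8 min.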
GLS inh – qHTS for Inhibitors of Glutaminase (GLS); Potency, µM (top dose mostly 45.5 µM), without a hit: at the top dose activity change, negative = inhibition, usual class: inhibitors; Glutaminase kidney isoform, mitochondrial (Homo sapiens), O94925; 410,000 compounds, 0.21% hits; GLS enzymatic activity, qHTS titration; note: potency is the fitted concentration of half-maximal effect; % is set by controls: 0 for no effect and ±100 for the full control effect
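Enzyme dispensed in phosphate buffer (45 mM, pH 8.2, 0.02% Tween-20), compounds pinned in, then 1 mM L-glutamine solution and the glutamate oxidase–HRP–Amplex Red mix added; fluorescence read immediately and again after 30 min at room temperature.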
Starred values were filed as active, the others as inactive; i = inactive; u = inconclusive; x = not tested or not shown; [ ] = remark or other dose. Unless noted, calls come from the whole dose curve; as a rule, active = well fitted curve in the direction sought with a large enough effect; inconclusive = small, poorly fitted or top-dose-only effect, or another doubt; inactive = no such curve, though single readings can be large; an effect the other way counts as inactive or inconclusive. Not all compounds are listed; rates above refer to the full screens.

SMILES	mIDH1 inhibitor	PI4K2A block	TrxR1 substrate	HP1b chromo inh	Pin1 inh	USP1 inh	PGK inhibitor	TrxR1 inh	GLS inh
Cc1cc(C)nc(SCC(=O)c2ccc(C)c(C)c2)n1	0%	-5	-9%[57.1 µM]	49%[activator]	-6%	-28%	-2%	6%[57.1 µM]	7%
O=C(c1ccc(CN2CCc3ccccc3C2)cc1)N1CCN(c2ccc(F)cc2)CC1	-2%	0	-1%	-20%	0%	-17%	-3%	-9%	-2%
C=CCSc1nnc(-c2cnn(-c3ccccc3)c2-n2cccc2)n1C	1%	-2	-5%	31%	44%[activator]	-2%	-6%	-4%	12%
COc1ccc(NC(=O)Nc2nnc(SCC(=O)Nc3cccc(C)c3C)s2)cc1	12%	-3	7%[57.1 µM]	78%[activator]	2%	-12%	-11%	9%[57.1 µM]	1%
COc1ccc(OC)c(CNC(=O)c2cc3ccc4cccnc4c3[nH]2)c1	2%	-2	4%	16%	25%	-2%	-8%	16%	2%
COC(=O)C(NC(=O)CCC(=O)NC(C(=O)OC)c1ccccc1)c1ccccc1 (centres undefined)	2%	-2	0%	13%	2%	-10%	2%	1%	5%
Cc1ccc(S(=O)(=O)[N-]c2nc3ccccc3nc2-n2cc[n+](Cc3ccccc3)c2)cc1	-7%	4	5%[57.1 µM]	41%	-2%	-2%	i	3%[57.1 µM]	4%
CC(OC(=O)CCC(=O)c1cccs1)C(=O)Nc1ccccc1[N+](=O)[O-] (centres undefined)	4%	-1	-8%	0%	2%	-9%	-3%	1%	0%
Cc1cc(N/N=C/c2ccc(F)cc2)nc(NCc2ccccc2)n1	-1%	0	8%[57.1 µM]	-5%	0%	-5%	-5%	-11%[57.1 µM]	-4%
C=CCOc1ccc(C[C@H](N)C(=O)NC[C@H]2O[C@@H](n3ccc(N)nc3=O)[C@H](O)[C@@H]2O)cc1	-1%	-2	x	x	x	-23%	-3%	x	-17%
O=C(CSc1cn[nH]n1)Nc1ccc(O)c(C(=O)O)c1	-11%	-12	63%[activator]	25%	37%[activator]	-21%	-7%	23%	28%
COc1ccc(N2CCN(C(=O)CS(=O)(=O)c3cccc4nsnc34)CC2)cc1	-1%	-5	-7%[57.1 µM]	7%[57 µM]	5%	-5%	-2%	-9%[57.1 µM]	20%
CC(=O)N1CCc2c(sc3c2c(=O)n(-c2ccccc2Cl)c(=O)n3C)C1	-5%	-6	7%[57.1 µM]	27%	-4%	-17%	-6%	21%[57.1 µM]	u
COc1cc(C(=O)Nc2cc(C)ccc2C)ccc1OCc1c(C)noc1C	0%	2	-4%[2.29 µM]	13%[57 µM]	6%	-25%	-2%	-3%[2.29 µM]	-11%
CCc1ccc(NC(=O)c2ccccc2NC(=O)C2CCCO2)cc1 (centres undefined)	6%	-1	-1%	9%	-2%	-10%	-5%	3%	2%
Cc1nc(SCC(=O)Nc2cccnc2Cl)nc(C)c1C	u	-3	5%[57.1 µM]	29%	5%	u	u	26%[57.1 µM]	-3%
COc1cccc(C(=O)NCC(=O)N/N=C/c2cccc(OC(=O)c3ccc([N+](=O)[O-])cc3)c2)c1	-2%	-2	4%[57.1 µM]	27%	-6%	7%	i	16%[57.1 µM]	-1%
COc1ccc2[nH]c3c(c2c1)CCN1C(=O)C(CC(=O)NCCCN(C)C)C[C@H](C(=O)N2CCOCC2)[C@@]31CCC1CCCC1 (some centres undefined)	5%	4	3%	4%	-3%	-22%	-7%	26%	1%
CC(=O)N/C(=C\c1ccc(C)o1)C(=O)NCc1ccccc1	-8%	-4	-12%	43%	-1%	-3%	-3%	u	4%
C=C1C[C@H](O[C@@H]2O[C@H](CO)[C@@H](O)[C@H](O)[C@H]2O)[C@@H]2[C@H](OC(=O)[C@H]2C)[C@H]2[C@H](C)[C@H](O)C[C@@H]12	11%	4	4%	58%[activator]	0%	u	0%	17%	-8%
CCOC(=O)C(Cc1ccccc1)c1ccnc2ncnn12 (centres undefined)	-5%	7	2%	36%	6%	-19%	-1%	6%	-3%
CCc1ccccc1NC(=O)c1ccc2nc(N3CCOCC3)sc2c1	2%	-1	-22%	34%	-14%	5%	-2%	-27%	0%
Clc1ccccc1N/N=C/c1ccc2c(c1)OCO2	5%	u	-11%	-17%	-1%	-9%	-13%	18%[57.1 µM]	25µM*
COc1cccc(CN(C)C(=O)CSCC(=O)Nc2cc(C)on2)c1OC	-1%	2	-1%	23%	-15%	-11%	-5%	5%	-24%
COc1ccc(Br)cc1/C=c1\sc2nc(-c3ccco3)nn2c1=O	0%	28	12%[57.1 µM]	-25%	x	-19%	u	u	-2%

New compounds follow.
SMILES	mIDH1 inhibitor	PI4K2A block	TrxR1 substrate	HP1b chromo inh	Pin1 inh	USP1 inh	PGK inhibitor	TrxR1 inh	GLS inh
O=C(Cn1nc(-c2ccc(Cl)cc2)c2ccccc2c1=O)Nc1cccc(C(F)(F)F)c1	-2%	3	3%	5%	-5%	-19%	-5%	16%	-4%
CCN(C(=O)c1sc2nc3n(c(=O)c2c1C)CCCCC3)c1ccccc1F	4%	-1	4%	58%[activator]	0%	-3%	-5%	-3%	-4%
COc1ccccc1NC(=O)COC(=O)CN1C(=O)C(=O)c2ccccc21	-1%	-1	-9%	15%	-9%	u	-8%	-10%	-8%
CCN(CC)C(=O)Oc1ccc(NC(C)=O)cc1	1%	5	4%[57.1 µM]	6%	-3%	5%	-5%	14%[57.1 µM]	2%
Cc1ccc(C)c(S(=O)(=O)N2CCN(C(=O)CCNS(=O)(=O)c3ccc(C)c(C)c3)CC2)c1	2%	2	-8%	30%	26%	-7%	-10%	4%	0%
CCOc1ccc(-c2c(C(=O)N/N=C/c3ccc(C)cc3)nnn2-c2nonc2N)cc1	-5%	2	-7%	43%[activator]	2%	-17%	-8%	17%	-4%
Cc1ccc2nc(-c3ccc(NC(=O)CSc4nccc(=O)[nH]4)cc3)sc2c1	-10%	-3	15%[57.1 µM]	4%	45%[activator]	7%	i	7%[57.1 µM]	0%
Cn1c(N)c(C(=O)COC(=O)C2CCCN2C(=O)c2cccs2)c(=O)n(C)c1=O (centres undefined)	-13%	5	6%	28%	-3%	-14%	-6%	15%[57.1 µM]	-11%
Cc1cccc(CSc2nnc([C@@H]3CCCN3)o2)c1	2%	2	10%[57.1 µM]	57%[activator]	-4%	-4%	2%	21%[57.1 µM]	27%
CCCC(=O)Oc1c(Sc2ccc(Cl)cc2)c(C)nn1-c1ccccc1	10%	-11	-3%	13%	-2%	u	0%	50%[activator]	1%
COc1ccc(CC(=O)NNC(=S)Nc2ccccc2)cc1Cl	-2%	2	8%[57.1 µM]	10%	-8%	-22%	i	-16%[57.1 µM]	u
CCN(CC)CCN(Cc1cc2cc3c(cc2[nH]c1=O)OCO3)C(=S)NCCOC	-2%	9	65%[activator]	38%	-11%	-21%	i	13%	-2%
CCCC[C@@H]1CNC(=S)N1CCc1cccc2ccccc12	-19%	3	3%	26%	-3%	-29%	-2%	20%	0%

Marked active in GLS inh (from the list above):
| molecule | PI4K2A block | TrxR1 substrate | HP1b chromo inh | Pin1 inh | USP1 inh | PGK inhibitor | TrxR1 inh | GLS inh |
| --- | --- | --- | --- | --- | --- | --- | --- | --- |
| Clc1ccccc1N/N=C/c1ccc2c(c1)OCO2 | u | -11% | -17% | -1% | -9% | -13% | 18%[57.1 µM] | 25µM* |

5 compounds picked at random from the list so far:
SMILES	mIDH1 inhibitor	PI4K2A block	TrxR1 substrate	HP1b chromo inh	Pin1 inh	USP1 inh	PGK inhibitor	TrxR1 inh	GLS inh
CCN(CC)CCN(Cc1cc2cc3c(cc2[nH]c1=O)OCO3)C(=S)NCCOC	-2%	9	65%[activator]	38%	-11%	-21%	i	13%	-2%
Cc1cccc(CSc2nnc([C@@H]3CCCN3)o2)c1	2%	2	10%[57.1 µM]	57%[activator]	-4%	-4%	2%	21%[57.1 µM]	27%
Cc1ccc(C)c(S(=O)(=O)N2CCN(C(=O)CCNS(=O)(=O)c3ccc(C)c(C)c3)CC2)c1	2%	2	-8%	30%	26%	-7%	-10%	4%	0%
COc1ccccc1NC(=O)COC(=O)CN1C(=O)C(=O)c2ccccc21	-1%	-1	-9%	15%	-9%	u	-8%	-10%	-8%
COc1ccc(CC(=O)NNC(=S)Nc2ccccc2)cc1Cl	-2%	2	8%[57.1 µM]	10%	-8%	-22%	i	-16%[57.1 µM]	u
